# APJ antag: APJ receptor antagonism | P35414 | CHO-K1 APJ beta-arrestin complementation, luminescence | inhibition, % at 20 µM | actives 0.32% (n = 330,000);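 active means inhibition above about 40% at 20 µM, limit read from the data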;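 further: cells challenged with 10 nM apelin-13 agonist together with compound; plate controls were apelin-13 plus DMSO wells for no effect and DMSO wells lacking apelin-13 for full effect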
# Target sequence (P35414 whole entry, looked up): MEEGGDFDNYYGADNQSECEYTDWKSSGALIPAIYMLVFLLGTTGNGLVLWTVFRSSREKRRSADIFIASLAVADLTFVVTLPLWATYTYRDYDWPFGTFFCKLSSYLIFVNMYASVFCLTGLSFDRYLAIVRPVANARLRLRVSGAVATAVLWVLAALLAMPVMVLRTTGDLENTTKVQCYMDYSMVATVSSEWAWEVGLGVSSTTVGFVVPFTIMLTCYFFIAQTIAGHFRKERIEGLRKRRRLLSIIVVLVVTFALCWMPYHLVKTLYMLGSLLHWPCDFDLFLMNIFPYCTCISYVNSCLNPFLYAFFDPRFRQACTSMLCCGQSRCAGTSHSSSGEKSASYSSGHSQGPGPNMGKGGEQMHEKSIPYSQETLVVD
# tim23-1 inh: inhibits growth of tim23-1 mutant yeast; S. cerevisiae tim23-1 growth, BacTiter-Glo luminescence, 24 h; AID 463212; actives 1.3% (n = 330,000); inhibition, % at 20 µM;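 active means growth inhibition of the mutant yeast at or above 50%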;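 further: temperature-sensitive mutant grown at 25 °C; plate controls were DMSO-treated mutant yeast for no effect and medium wells lacking yeast for full effect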
# NALP3 yeast inh: inhibitors of NALP3 inflammasome in yeast; AID 2825; Yeast reconstituted NLRP3/ASC/caspase-1, beta-gal luminescence, 24 h; inhibition, % at 10 µM; actives 0.39% (n = 330,000);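 active means inhibition of 50% or more; inactive means inhibition below 50%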;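 further: plate controls were induced DMSO wells for no effect and uninduced yeast grown without galactose for full effect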
# TIM10 inh: inhibits growth of TIM10 yeast strain; S. cerevisiae TIM10 strain growth, BacTiter-Glo luminescence, 24 h; inhibition, % at 10 µM; actives 1.4% (n = 330,000);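 active means inhibition of 40% or more at the single tested concentration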;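 further: wild-type TIM10 isogenic control strain grown at permissive 25 °C; 0% = DMSO yeast wells and 100% = minimal medium wells without yeast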
# NR3A LBD binder: modulates the human NR3A ligand-binding domain; NR3A LBD differential scanning fluorimetry, Tm shift; 0% = protein alone, 100% = glycine-bound protein; Tm shift relative to glycine control, % at 25 µM; actives 2.5% (n = 340,000);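 active means melting temperature shift of at least 10% of the positive control shift, at one fixed dose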
# MIN6 prolif: induces beta-cell replication in MIN6 cells; MIN6 cells proliferation, ATPlite luminescence, 48 h; cells starved in 0.2% serum; 100% = growth in 10% serum; proliferation, % at 10 µM; actives 0.29% (n = 330,000); AID 2380;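 active means compounds whose signal lies at least 3.5 SD above the mean of all wells on their plate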;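 further: 0% = DMSO-treated cells in low-serum medium and 100% = 10% serum control; some compounds called inactive have numbers as strong as hits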
# APJ ag: APJ receptor agonism; CHO-K1 APJ PathHunter beta-arrestin, luminescence; 0% DMSO wells, 100% apelin; activation, % at 20 µM; P35414; actives 0.11% (n = 330,000); AID 2520;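 active means activation more than six SD over the plate average, tested at 20 µM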;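 further: 0% = DMSO alone and 100% = apelin-13 at 10 nM; some results filed as inactive read as strong as hits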
#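 Incubation: overnight seeding, 90 min compound at 25 °C, 1 h detection; test system: PathHunter CHO-K1 APJ (AGTRL-1) beta-arrestin reporter cells; amount: 1000 cells/well; doses: one dose, 20 µM compound, 1% DMSO; measured by: beta-gal luminescence; measure: agonist-driven arrestin binding to APJ; benchmarks: negative DMSO alone, positive Apelin-13 at 10 nM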
# MPTP inh: inhibitors of mitochondrial permeability transition pore; inhibition, % at 10 µM; AID 602449; actives 1.4% (n = 360,000); isolated mouse mitochondria, Ca2+ swelling absorbance, 30 min;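 active means inhibition of 50% or more, scaled per plate between neutral and stimulator controls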;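 further: 0% = DMSO wells given calcium and 100% = 1 mM EGTA wells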
# tim10-1 inh: inhibits growth of tim10-1 mutant yeast | S. cerevisiae tim10-1 ts strain growth, BacTiter-Glo, 24 h | inhibition, % at 20 µM | actives 2.2% (n = 330,000) | AID 463190;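 active means inhibition of at least 40%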;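 further: mutant grown at 25 °C; 0% = DMSO wells with yeast and 100% = wells holding no yeast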
# * marks the source's active call; other numbers are inactive results; . = no result given; & = joins results of further samples.
SMILES,APJ antag,tim23-1 inh,NALP3 yeast inh,TIM10 inh,NR3A LBD binder,MIN6 prolif,APJ ag,MPTP inh,tim10-1 inh
CCCCC1=CC2=CC(=O)C(C)(OC(=O)CC)C(=O)C2=CN1CCCOC(C)C (stereo unspecified),-103,-2,-1,-4,-1,-3,4,1.1,-10
CCc1cccc(NC(=O)COc2ccccc2)c1,5,-2,45,2,0,-1,-2,0.2,25
COc1cccc(C(=O)CSc2nnnn2C2CCCCC2)c1,-1,46,18,11,1,0,5,-0.7,44*
Cc1ccccc1C(=O)NC1CCN(CC(=O)Nc2ccc3c(c2)OCCO3)CC1,-13,0,1,-9,-14,-2,-3,1.8,-4
C/C(=N/OCC(=O)Nc1ccccc1)c1cccs1,4,23,34,10,-1,-3,-1,0.5,20
Cc1ccc(SCC(=O)Nc2ccc(N3CCN(C)CC3)c(F)c2)c(C)c1,4,7,29,-18,-2,-2,-3,1.4,9
COc1cc2c(cc1OC)C(C)N(C(=O)CCc1c[nH]c3ccccc13)CC2 (stereo unspecified),12,19,14,7,-3,-1,-6,-0.3,31
COc1cc(C2C(C#N)=C(N)OC3=C2C(=O)CC(C)(C)C3)cc([N+](=O)[O-])c1O (stereo unspecified),37,15,-43,5,0,0,-1,1.7,-4
CCOc1nc(NC(=O)NC(=O)c2ccccc2)nc(-c2ccccc2)n1,1,-9,-6,-15,-5,0,0,2.0,8
CC(NC(=O)Cc1ccc(F)cc1)C(c1cccs1)N1CCN(C)CC1 (stereo unspecified),7,8,18,1,1,-1,-1,-0.4,8
Cc1cccc(N=C2NN=C(c3c(C)[nH]c4ccccc34)CS2)c1,-20,22,0,12,19*,0,0,1.8,34
CC(=NCc1ccco1)c1c(C)[nH]n(-c2nc3ccccc3s2)c1=O,13,1,6,12,1,-4,-1,1.3,9
O=c1[nH]c(COc2ccc(Cl)cc2Br)nc2ccccc12,11,28,32,-6,-9,-3,7,0.6,10
O=C(COc1ccc2c(-c3ccccc3)cc(=O)oc2c1)Nc1ccc(CCO)cc1,-15,15,7,-5,4,-5,1,40,-8
CCOc1ccccc1NC(=O)CCSc1nc2n[nH]c(C)c2c(=N)n1-c1ccccc1Cl,-14,1,-5,22,-3,-3,2,5.7,21
N/C(=C/C(=O)c1ccccc1O)C(F)(F)F,10,2,8,6,1,1,-1,0.9,1
Cc1ccc(NC(=O)Cn2nc(C)c([N+](=O)[O-])c2C)cc1C,-9,-8,4,-10,0,2,-2,-4.2,-14
COc1ccc(-c2ccoc2)cc1[C@H]1[C@H]2C=CC[C@@H](C)[C@@H]2C(=O)N1Cc1ccccc1,20,34,14,15,14*,-8,1,-0.4,21
O=C(O)CSc1nnc(SCc2cccc3ccccc23)s1,16,18,-13,-1,0,-1,-2,2.3,10
CCOC(=O)N1CCC(N2C(=O)c3ccc(C(=O)NCCOC)cc3C2=O)CC1,5,8,-2,-6,-3,-1,-2,0.5,14
CCn1ccnc1CN(C)Cc1nc(CCC(C)C)no1,8,1,11,4,-2,1,-2,1.4,-9
COC(=O)c1c(NC(=O)CN(c2ccccc2)S(C)(=O)=O)sc2c1CCCC2,-8,36,12,26,-11,-3,-2,1.8,30
Cc1c(Cl)cccc1NC(=O)CCCN1C(=O)c2cccnc2C1=O,-20,1,9,-15,0,1,-3,-0.7,2
N#C/C(=N\Nc1cccc(F)c1)C(=O)C1CC1,24,26,21,24,-2,-2,-1,39,17
O=S(=O)(NCCc1nnc2ccc(SCc3cccnc3)nn12)c1ccccc1,1,3,6,-5,2,1,-2,-0.3,-16

# Continuation.
SMILES,APJ antag,tim23-1 inh,NALP3 yeast inh,TIM10 inh,NR3A LBD binder,MIN6 prolif,APJ ag,MPTP inh,tim10-1 inh
CC(=O)Nc1c(-c2ccccc2)c2cc(Br)ccc2[nH]c1=O,-6,8,19,-4,-4,1,-3,0.1,7
CCSc1nnc(CCNC(=O)OC(C)(C)C)o1,-2,1,15,-8,-1,0,-1,0.8,25
COc1ccc(S(=O)(=O)c2cnc3ccccc3n2)cc1,0,9,9,6,0,-2,0,1.3,21
Cc1cc(-c2n[nH]c(=S)o2)c(C)n1-c1ccccc1,26,41,-36,14,1,-5,-3,.,22
CC1=C(C(N)=O)C(c2ccc(C)o2)C(C(N)=O)=C(C)N1,-3,15,2,-1,-1,-4,2,-0.9,5
COc1ccc(COc2cc(-c3cccc(OC)c3)nc3ccc(NC(=O)c4ccc(N(C)C)cc4)cc23)cc1,-13,8,8,-7,-2,-3,-1,1.6,-10
CCN(CC)C(=O)CN1C(=O)C2(OCC(C)(C)CO2)c2ccccc21,9,14,7,-2,1,0,-3,-1.7,-18
CCN(c1ccccc1)S(=O)(=O)c1cc(C(=O)Nc2ccc(F)c(F)c2)ccc1F,-17,16,15,-4,10*,-6,-1,91*,9
O=C(O)C[C@H]1c2cc(F)ccc2S(=O)(=O)N1C1CCCC1,-29,4,9,8,-1,-2,-3,-0.4,3
Cc1ccc(C(C)NC(=O)Cc2cccs2)cc1C (stereo unspecified),-4,-16,5,-6,4,-4,-6,0.6,-5
CCOC(=O)CSc1ncnc2c1sc1nc(N3CCOCC3)c3c(c12)CCCC3,0,-8,5,-17,0,-4,-2,-6.7,-14
COc1cc(/C=C2\C(=O)ON=C2c2ccccc2)cc(Br)c1O,43*,44,19,11,-13,-3,-7,9.1,39
Cc1ccc(C)c(NC(=O)COC(=O)CNC(=O)c2ccccc2Cl)c1,4,5,0,11,-2,2,-1,0.4,7
Cn1nnnc1SCCNCc1ccccc1OCc1ccc(Cl)cc1,-9,-29,-2,-25,-5,-2,-2,1.5,-9
COCCCNC(=O)/C=C/c1ccc(Cl)cc1,18,12,5,-5,-1,-2,-6,-1.8,6
COC(=O)c1ccccc1NC(=O)CSc1n[nH]c(-c2ccncc2)n1,-19,7,4,-6,0,0,0,-2.0,14
CCOCCCNC(=O)Cc1ccc(OC)c(OC)c1,-10,5,12,5,-1,-3,-3,-0.3,22
COc1ccc(C(=O)NCCS(=O)(=O)NCc2ccccc2)cc1,11,6,25,1,0,0,2,0.5,7
CC1(C)Cc2ccccc2-c2nnc(-c3ccc(O)cc3)n21,-9,0,-2,-12,-1,-1,0,-0.3,-12
COC(=O)c1ccc(COc2ccc(-c3nn[nH]n3)cc2)cc1,2,1,4,4,6,0,-1,0.2,10
O=C(CCN1CCN(c2ccccc2)CC1)N/N=C/c1ccccc1O,-4,-2,10,19,1,-6,-2,-3.2,12
COc1ccc(CCNC(=O)c2c(C)nn(-c3ccccc3)c2Cl)cc1,-12,27,28,1,0,3,4,0.1,19
C[C@]12CCC(=O)C[C@@H]1CC[C@@H]1[C@@H]2CC[C@]2(C)[C@@H](C(=O)COC(=O)CCC(=O)O)CC[C@@H]12,3&4,26&19,54*,5&13,0&0,1&-1,-3&-2,0.5&0.2,24&5
Oc1ccc(Cl)cc1C=Nc1ccc(Br)cc1,0,23,18,12,1,0,0,0.0,21
O=C(NCC(=O)N1CCN(c2ccccc2)CC1)c1ccco1,-15,6,1,1,2,-1,1,-0.8,-7

# New compounds follow
SMILES,APJ antag,tim23-1 inh,NALP3 yeast inh,TIM10 inh,NR3A LBD binder,MIN6 prolif,APJ ag,MPTP inh,tim10-1 inh
O=C(CCCN1C(=O)C(c2ccccc2)Oc2cccnc21)Nc1ccccc1Cl (stereo unspecified),0,36,7,-4,-2,3,-11,-1.6,40
Cc1nn(C(=O)c2ccoc2C)c(N)c1-c1ccccc1,6,1,35,-12,3,-1,4,1.3,3
NS(=O)(=O)c1ccc(-c2ccc(/C=C3\C(=O)Nc4ccccc43)o2)cc1,-20,-6,44,-10,.,5,-2,.,-12
CC(=O)Nc1ccc([N+](=O)[O-])cn1,19,6,13,-2,-3,0,-2,2.6,3
O=C(O)CNC(=O)c1cccc(C(F)(F)F)c1,13,0,2,-1,0,-1,-2,-1.7,2
COc1ccc(C(=O)NCC(c2cccnc2)N2CCN(c3ccccc3)CC2)cc1OC (stereo unspecified),5,-14,10,1,-2,3,-4,-2.2,-3
CCCC1Cc2[nH]c(=O)c(C#N)cc2CO1 (stereo unspecified),-2,-1,-5,5,1,1,-7,-0.5,12
CC(C)N1CCC(N2CCN(C/C=C/c3ccccc3)CC2CCO)CC1 (stereo unspecified),-5,-10,22,-8,-2,-3,-1,-1.0,-3
CCOC(=O)N1CCN(C(=O)c2ccccc2N(Cc2ccccc2)S(=O)(=O)c2ccc(OC)cc2)CC1,-4,29,16,21,-1,-4,-1,-0.6,3
C=CCn1c(COc2ccccc2)nnc1SCC(=O)O,15,1,7,10,-5,-3,0,4.5,-6
CC(=O)Nc1ccc(S(=O)(=O)NCC(=O)OCC(=O)NNC(=O)c2ccccc2)cc1,-2,-4,18,2,-1,1,-5,-0.3,-17
C/C(=N\NC(=O)CSCc1ccc(Cl)cc1)c1ccc2c(c1)OCCO2,2,23,34,2,2,-4,7,1.1,35
O=C(NNC(=O)c1ccc(Cl)cc1Cl)c1cnccn1,0,1,4,17,0,1,0,1.7,16
Cn1ccnc1C(O)c1cc(C(C)(C)C)c(O)c(C(C)(C)C)c1 (stereo unspecified),28,15,-8,7,3,-4,2,1.4,12
O=C(COC(=O)C1CCN(c2ccc(C(F)(F)F)cn2)CC1)c1ccc(Cl)cc1,5,6,12,5,-2,-4,-4,-0.9,25
CCn1c(CSc2nnc(-c3ccncc3)n2CCOC)nc2cc(C(=O)O)ccc21,0,18,-1,8,0,0,2,1.3,19
O=C(CCNS(=O)(=O)c1ccccc1Cl)N1CCN(c2ccccn2)CC1,10,9,4,-4,1,0,-4,-1.7,-1
Cc1nnc(-c2ccccc2)c(=O)n1/N=C/c1c(O)ccc2ccccc12,-17,32,-1,37,-11,-3,-1,-0.1,49*
COc1ccc2oc(C(=O)OCC(=O)N3CCCC(C)C3)c(C)c2c1 (stereo unspecified),12,25,7,11,0,-3,-3,-0.2,18
CC(=O)O/N=C(/c1nonc1N)N1CCN(c2ccc([N+](=O)[O-])cc2Cl)CC1,-61,63*,-7,75*,-2,-4,11,0.6,62*

# In another format: 10 of the compounds above.
# The line under a structure holds: APJ antag	tim23-1 inh	NALP3 yeast inh	TIM10 inh	NR3A LBD binder	MIN6 prolif	APJ ag	MPTP inh	tim10-1 inh
> Cc1nn(C(=O)c2ccoc2C)c(N)c1-c1ccccc1
  6	1	35	-12	3	-1	4	1.3	3
> NS(=O)(=O)c1ccc(-c2ccc(/C=C3\C(=O)Nc4ccccc43)o2)cc1
  -20	-6	44	-10	.	5	-2	.	-12
> CC(=O)Nc1ccc([N+](=O)[O-])cn1
  19	6	13	-2	-3	0	-2	2.6	3
> O=C(O)CNC(=O)c1cccc(C(F)(F)F)c1
  13	0	2	-1	0	-1	-2	-1.7	2
> COc1ccc(C(=O)NCC(c2cccnc2)N2CCN(c3ccccc3)CC2)cc1OC (stereo unspecified)
  5	-14	10	1	-2	3	-4	-2.2	-3
> CCCC1Cc2[nH]c(=O)c(C#N)cc2CO1 (stereo unspecified)
  -2	-1	-5	5	1	1	-7	-0.5	12
> CC(C)N1CCC(N2CCN(C/C=C/c3ccccc3)CC2CCO)CC1 (stereo unspecified)
  -5	-10	22	-8	-2	-3	-1	-1.0	-3
> CCOC(=O)N1CCN(C(=O)c2ccccc2N(Cc2ccccc2)S(=O)(=O)c2ccc(OC)cc2)CC1
  -4	29	16	21	-1	-4	-1	-0.6	3
> C=CCn1c(COc2ccccc2)nnc1SCC(=O)O
  15	1	7	10	-5	-3	0	4.5	-6
> CC(=O)Nc1ccc(S(=O)(=O)NCC(=O)OCC(=O)NNC(=O)c2ccccc2)cc1
  -2	-4	18	2	-1	1	-5	-0.3	-17
